# From PubChem BioAssay
# MPTP inh: mitochondrial permeability transition pore inhibitors, primary screen, biochemical, isolated mouse mitochondria, absorbance. Ca2+ swelling absorbance, 30 min. inhibition, % at 10 µM. 1.4% of 360,000 active;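 active means inhibition of 50% or more, scaled per plate between neutral and stimulator controls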;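 further: 0% = DMSO wells given calcium and 100% = 1 mM EGTA wells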
# GRIN3A LBD mod: binders of NR3A ligand-binding domain, primary screen, biophysical, differential scanning fluorimetry, uHTS. NR3A LBD differential scanning fluorimetry, Tm shift; 0% = protein alone, 100% = glycine-bound protein. Tm shift relative to glycine control, % at 25 µM. 2.5% of 340,000 active;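 active means melting temperature shift of at least 10% of the positive control shift, at one fixed dose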
# * hit, by the source's call.
SMILES,MPTP inh,GRIN3A LBD mod
NC(=O)c1ccc(N2CCCC2)nc1,-1.9,0.5
CCOc1cc(/C=C(/C#N)C(=O)Nc2ccc(OC)cc2)ccc1OCc1ccc(C(=O)O)cc1,1.2,2.8
Nc1cc(Cc2ccccc2)ccc1O,0.7,-0.2
COc1cccc(NC(=O)CN(C)C(=O)CNC(=O)c2ccc(C)s2)c1,-2.5,-2.2
O=C(NCc1ccccc1)c1cccc(NC(=O)C2CCCC2)c1,1.6,-1.7
O=C1[C@H](Cc2ccccc2)NCC=CC[C@H](c2ccc(Cl)cc2)N1Cc1ccc(Cl)cc1,1.6,-13.2
Cc1c(C#N)c(O)n(C)c(=O)c1N=Nc1ccc(S(N)(=O)=O)cc1,0.2,-0.7
Cc1ccc(S(=O)(=O)N2CCN(C(=O)c3cc(S(=O)(=O)N4CCOCC4)ccc3F)CC2)cc1,0.9,-1.2
O=C(CN1C(=O)C2CCc3[nH]c4ccccc4c3C2C1=O)N1CCCC1 (stereo unspecified),-0.5,0.3
Nc1ccccc1C(=O)C[C@H](N)C(=O)O,-2.1,0.3
COc1ccc(NC(=O)c2ccc3c(c2)S(=O)(=O)N=C2CCCCCN23)cc1S(N)(=O)=O,-0.7,0.2
COc1ccc(Nc2nc(=O)c3cc([N+](=O)[O-])ccc3s2)cc1,2.5,13.5*
Cc1[nH][nH]c(=O)c1C(c1ccc(-c2ccccc2C(=O)O)o1)c1c(C)[nH][nH]c1=O,-1.1,-0.2
N#Cc1ccc(NC(=O)Nc2cccc(C#N)c2)cc1,72.0*,26.5*
O=C(O)c1ccc(NC2=Nc3cccc4cccc2c34)cc1,-0.7,-1.3
C=CCCC(=O)N1C[C@H]2CON(C)[C@H]2C[C@H]1c1cccc(Br)c1,3.0,1.7
COc1cc(C2C(C(=O)c3sc(C)nc3C)=C(O)C(=O)N2CCN(C)C)cc(OC)c1OC (stereo unspecified),-3.8,3.5
CCCCC[C@@H](/C=C/C1C(=O)C=C[C@H]1C/C=C\CCCC(=O)O)OC(C)=O (stereo partly specified),7.4,-0.5
CCOC(=O)C1CCN(C(=O)COC(=O)c2cccc(NS(=O)(=O)c3ccccc3)c2)CC1,0.7,0.5
Cc1ccc(S(=O)(=O)NN=C2C(=O)C3CCC2C3Cl)cc1 (stereo unspecified),-1.0,0.3
CNc1nc(NC)nc(NNC(=O)c2ccccc2)n1,1.2,-0.2
Cc1nnc(NS(=O)(=O)c2ccc(N=Nc3ccc(N)nc3N)cc2)s1,1.5,-2.5
Oc1ccc(/C=N/N(Cc2ccccc2)c2ccccc2)c(O)c1O,4.5,-1.6
COc1ccccc1C(CNC(=O)c1cccc(S(=O)(=O)N2c3ccccc3CC2C)c1)N(C)C (stereo unspecified),-1.5,0.4
Cc1c(N(C)S(=O)(=O)c2ccc(Cl)c(C(=O)NCC(C)(C)N3CCOCC3)c2)c(=O)n(-c2ccccc2)n1C,-2.3,0.4
CN(CCc1ccccc1)C(=O)c1ccc(NC(=O)Cc2ccc(NC(=O)C3CCCN(S(=O)(=O)c4cccc([N+](=O)[O-])c4)C3)cc2)cc1 (stereo unspecified),1.3,8.6
C[C@H](O)[C@@H]1C(=O)N2CCc3ccc(-c4ccccc4)cc3[C@@H]2C[C@@H]1N(C)C(=O)NC1CCCCC1,-0.5,-2.6
O=C1CCCc2cc3c(cc21)CCCC3,-1.5,-0.8
O=[N+]([O-])c1cc(-c2ccccc2)cc([N+](=O)[O-])c1O,77.7*,-7.3
Cc1cccc(C)c1NC(=O)[C@@]1(CC(=O)O)CC(/C=C/c2ccccc2)=NO1,-0.6,-0.4
O=c1oc2ccccc2c(=O)c2ccccc12,1.2,0.1
Cn1c(=O)c2c(nc(OC3CCCC3)n2C)n(C)c1=O,0.7,2.6
COc1ccc(Cc2nc3ccc(C(=O)NC(C)C)cc3o2)cc1,-0.6,-1.6
NC(=S)NN=C1C=CCCC1,-0.4,1.3
COc1ccc(/C=N/NC(=O)c2ccccc2F)cc1CN1CCN(c2ccc(F)cc2)CC1,25.5,-0.7
Cc1ccc(-n2c(-c3ccc(Br)cc3)c[n+]3c2CCc2ccc4cccnc4c2-3)cc1,-0.6,-9.1
CCN(C(=O)COC(=O)/C=C/c1ccc(Cl)c(Cl)c1)c1c(N)n(Cc2ccccc2)c(=O)[nH]c1=O,-0.5,-9.9
CN(C(=O)c1cccc(NC(=O)Cc2ccc(NC(=O)C3CCCN(C(=O)C4CCC4)C3)cc2)c1)C1CCCC1 (stereo unspecified),-1.0,-1.2
Cc1ccc(C2C(C(=O)c3cc4ccccc4o3)=C(O)C(=O)N2CCN(C)C)o1 (stereo unspecified),1.7,1.1
COc1cc(OC)cc(C(=O)N[C@H](C(=O)OCC(=O)N2CCN(S(=O)(=O)c3ccc(C)cc3)CC2)C(C)C)c1,-1.3,-1.2
CSCCC(NS(=O)(=O)c1cccc(C(F)(F)F)c1)C(=O)N1CCN(C(=O)c2ccco2)CC1 (stereo unspecified),-0.2,0.4
COc1ccc2cc(N3CCCC3=O)ccc2c1,-1.0,-0.6
COC(=O)c1ccc(N2CCOCC2)c(NC(=O)c2cc3ccccc3o2)c1,-0.2,0.1
CCN1C(=N)N(c2ccccc2)C(=O)C(CC)(CC)C1=O,0.6,-0.2
COc1ccc(CC(=O)Oc2cc(C)[nH]c(=O)c2[N+](=O)[O-])cc1,-0.4,0.6
O=[N+]([O-])c1ccc2c(c1)Cc1cc(F)ccc1-2,1.1,1.5
Cc1c(CCCl)c(Cl)n2c(nc3ccccc32)c1C#N,-0.4,5.1
C(=NOCCc1ccccc1)c1ccccn1,-0.7,-0.2
S=C1Cc2ccccc2N1,0.2,4.1
Nc1nc2cc(Cl)c(Br)cc2o1,-1.4,-5.3
N#CC1=C(N)Oc2ccc3ccc(O)cc3c2C1c1ccsc1 (stereo unspecified),3.4,-9.4
Cc1nc(N)[nH]c(=O)c1CCCNc1ccc(CCCCC2(CCl)OCCO2)cc1,10.0,-3.0
Nc1ccc2c(c1)C(=O)c1cc([N+](=O)[O-])ccc1-2,2.7,24.6*
COc1cccc(C=NNC(=O)CCCC(=O)NN=Cc2cccc(OC)c2)c1,-2.2,-1.4
COc1cc(N=Nc2cccc(S(N)(=O)=O)c2)c2ccccc2c1N,11.0,12.9*
COc1cccc(CNc2nc3ccc(NC(C)=O)cc3s2)c1,0.8,-6.7
O=c1[nH]c2ccc(N=Cc3c(O)ccc4cc(Br)ccc34)cc2[nH]1,-20.6,3.7
CCN(CC)C1Oc2cc3c(cc2C(c2cc(OC)c(O)c(OC)c2)C1C)OCO3 (stereo unspecified),0.9,0.3
O=c1[nH]nc(N=Nc2c(O)[nH]c3ccc(F)cc23)c(=O)[nH]1,2.1,-0.1
CCOC(=O)c1c2c(n(-c3ccc(OC)cc3)c1C)C(=O)C(=O)c1ccccc1-2,1.8,2.4

# Other records follow:
SMILES,MPTP inh,GRIN3A LBD mod
CN(CC(=O)Nc1cccc(F)c1)C(=O)C1CCC(C(=O)N(C)CC(=O)Nc2cccc(F)c2)CC1 (stereo unspecified),-1.5,-0.1
CCn1c(C)nc2cc(C(=O)N/N=C(\C)c3ccc(OC)cc3O)ccc21,1.0,-1.6
O=C(NCCCN1CCCC1=O)C1CCN(S(=O)(=O)N2CCOCC2)CC1,-5.5,-2.1
CN(C)CCNC(=O)c1ccc(Cl)c2cc3ccccc3nc12,-0.5,-1.7
Cc1cc(C)c2c(c1C)C(=O)CCC2,-0.7,-1.6
COC(=O)C(C)Sc1nc2c(c(=O)n(C)c(=O)n2C)n1Cc1cccc(C)c1 (stereo unspecified),-2.6,-0.7
CCNC(COC(=O)c1ccc([N+](=O)[O-])cc1)C1CCCCC1 (stereo unspecified),-1.1,0.3
CC(C)Cc1ccc(C(C)CC2=CCC(CN(C)C)C2=O)cc1 (stereo unspecified),10.9,2.4
CCN(CC)S(=O)(=O)c1ccc(N2CC(C(=O)Nc3cccc(C(=O)NC4CC4)c3)CC2=O)cc1 (stereo unspecified),-0.5,-1.6
COc1cccc(C2CC(c3ccccc3Cl)Nc3ncnn32)c1 (stereo unspecified),-1.6,-3.4
CCN(CC)c1ccc(/C=N/NC(=O)c2ccco2)cc1,0.6,-4.6
CN(C(=O)c1ccc(NC(=O)Cc2cccc(NC(=O)C3CCCN(S(=O)(=O)c4cccc([N+](=O)[O-])c4)C3)c2)cc1)C1CC1 (stereo unspecified),-1.6,8.6
Nc1nc(N)c2[nH]c(=S)[nH]c2n1,0.4,-8.7
COc1ccc(CCCN2CCC(CN3C(=S)NC[C@@H]3Cc3ccccc3)CC2)cc1OC,1.0,-1.7
COc1ccc(C(c2nnnn2C(C)(C)C)N2CCN(c3nc4ccccc4s3)CC2)cc1OC (stereo unspecified),1.6,-1.3
COc1ccc2c(c1)CCCC(Br)C2=O (stereo unspecified),-2.3,1.3
Cc1cc2ccccc2nc1SCC(=O)NC1CCCC1,2.0,-2.2
COc1ccccc1N1CCN(c2nc(C)cc(=O)[nH]2)CC1,-0.1,1.7
CN(C)c1nc(N2CCN(c3ccc(F)cc3)CC2)c(C#N)c(=O)o1,0.6,-1.1
O=S(=O)(Cc1ccccc1)NC1c2ccccc2Oc2ccccc21,0.9,-1.9
CCN(Cc1ccc(NC(C)=O)cc1)CC1CCCN(CCc2cccc(F)c2)C1 (stereo unspecified),0.7,-1.2
Clc1ccc2nnnc(-c3ccccc3)c2c1,2.3,0.7
Cc1cccc2c1NC(=O)C2=O,0.1,-2.1
CC(=O)OC1CCC2(C)C(=CCC3C2CCC2(C)C3CC3ON=C(C)C32)C1 (stereo unspecified),-0.3,-0.2
COc1cc(C(=O)NC2CCN(C)CC2)ccc1Nc1ncc2c(n1)N(Cc1ccccc1)CCC(=O)N2C,-0.2,0.8
COc1ccc(C2(CNC(=O)c3cc(OC)c(OC)c(OC)c3)CCCC2)cc1OC,-0.1,-5.2
COC(=O)C1CC(C(=O)OC)C2C(C(=O)OC)CC(C(=O)OC)C12 (stereo unspecified),0.6,0.8
O=C1Cc2c([nH]c3ccc(Br)cc23)-c2ccccc2N1,0.9,-4.2
Nc1nc(SCc2ccccc2[N+](=O)[O-])c2ncn(Cc3ccccc3)c2n1,-0.3,-2.5
Oc1cc(CNC2CCCCC2)c(O)cc1CNC1CCCCC1,-0.4,0.2
NC(CSC1(c2cccc3ccccc23)c2ccccc2-c2ccccc21)C(=O)O (stereo unspecified),-0.3,-11.2
O=c1ccc2[n+]([O-])c3ccc(O)cc3oc-2c1,0.7,0.0
CC(C)C[C@@H](CO)NS(=O)(=O)c1c(F)cccc1F,-0.5,0.2
O=C(Nc1nccs1)c1cc(-c2ccco2)nc2ccccc12,0.2,-1.7
CCOC(=O)c1c(-c2ccc(C)cc2)csc1NC(=O)CCN1CCOCC1,0.8,-1.6
CCOC(=O)NC1CCc2cc(OC)c(OC)c(OC)c2-c2ccc(SC)c(=O)cc21 (stereo unspecified),-0.5,-1.0
CC(=NNC(=S)N1CCC1)c1ccccn1,-0.4,1.3
CN1NC(=O)CC1c1ccccc1 (stereo unspecified),-1.1,0.5
O=[N+]([O-])c1cc(CSC2=NCCN2)ccc1O,-0.9,-0.1
O=C1NC(=S)NC1=Cc1ccc(O)cc1,-0.1,-5.3
CCOC(=O)C1=C(COC(=O)CNS(=O)(=O)c2c(F)cc(F)cc2Br)NC(=O)NC1C (stereo unspecified),-1.2,-1.0
COc1cccc2c1C(=O)c1c(O)c3c(c(O)c1C2=O)CC(O)(C(=O)CO)CC3OC1CC(N(C)C)C(O)C(C)O1 (stereo unspecified),5.1,1.7
C=CCn1c(SCc2csc(C)n2)nc2sc3c(c2c1=O)CCCC3,15.5,-0.1
CN(C(=O)c1cccc(NC(=O)Cc2cccc(NC(=O)C3CCCN(C(=O)c4ccccc4)C3)c2)c1)C1CC1 (stereo unspecified),-0.9,2.2
Cc1ccc(S(=O)(=O)N2CCN(C(=O)COC(=O)COc3ccc(Br)cc3)CC2)c(C)c1,0.2,-1.0
CC1(C)OC2OC3C(CN)OC(c4ccccc4)OC3C2O1 (stereo unspecified),-0.2,0.2

# 17 entries from above, set out differently:
structure | MPTP inh | GRIN3A LBD mod
COC(=O)C1CC(C(=O)OC)C2C(C(=O)OC)CC(C(=O)OC)C12 (stereo unspecified) | 0.6 | 0.8
O=C1Cc2c([nH]c3ccc(Br)cc23)-c2ccccc2N1 | 0.9 | -4.2
Nc1nc(SCc2ccccc2[N+](=O)[O-])c2ncn(Cc3ccccc3)c2n1 | -0.3 | -2.5
Oc1cc(CNC2CCCCC2)c(O)cc1CNC1CCCCC1 | -0.4 | 0.2
NC(CSC1(c2cccc3ccccc23)c2ccccc2-c2ccccc21)C(=O)O (stereo unspecified) | -0.3 | -11.2
O=c1ccc2[n+]([O-])c3ccc(O)cc3oc-2c1 | 0.7 | 0.0
CC(C)C[C@@H](CO)NS(=O)(=O)c1c(F)cccc1F | -0.5 | 0.2
O=C(Nc1nccs1)c1cc(-c2ccco2)nc2ccccc12 | 0.2 | -1.7
CCOC(=O)c1c(-c2ccc(C)cc2)csc1NC(=O)CCN1CCOCC1 | 0.8 | -1.6
CCOC(=O)NC1CCc2cc(OC)c(OC)c(OC)c2-c2ccc(SC)c(=O)cc21 (stereo unspecified) | -0.5 | -1.0
CC(=NNC(=S)N1CCC1)c1ccccn1 | -0.4 | 1.3
CN1NC(=O)CC1c1ccccc1 (stereo unspecified) | -1.1 | 0.5
O=[N+]([O-])c1cc(CSC2=NCCN2)ccc1O | -0.9 | -0.1
O=C1NC(=S)NC1=Cc1ccc(O)cc1 | -0.1 | -5.3
CCOC(=O)C1=C(COC(=O)CNS(=O)(=O)c2c(F)cc(F)cc2Br)NC(=O)NC1C (stereo unspecified) | -1.2 | -1.0
COc1cccc2c1C(=O)c1c(O)c3c(c(O)c1C2=O)CC(O)(C(=O)CO)CC3OC1CC(N(C)C)C(O)C(C)O1 (stereo unspecified) | 5.1 | 1.7
C=CCn1c(SCc2csc(C)n2)nc2sc3c(c2c1=O)CCCC3 | 15.5 | -0.1

# These rows are one share of the data; count on the stated rates, not on these rows.
